# Anthrax LF inh2 = anthrax lethal factor protease inhibition. multiplex microsphere protease cleavage assay, LF. inhibition, % at 10 µM. hit rate 0.12% among 360,000. AID 588501; further: plate controls were buffer without enzyme for full effect and enzyme alone for no effect
# FadD28 FP inh = inhibitors of Mycobacterium tuberculosis FadD28 bisubstrate binding. FadD28 bisubstrate probe binding, fluorescence polarization. inhibition, % at 12.5 µM. hit rate 0.22% among 360,000. AID 588549; in the data active means inhibition above about 8.5%, passing the limit was not always enough; inconclusive means no clear call, values can overlap the other calls
# TcdB inh = TcdB glycohydrolase inhibition. P18177. TcdB glycohydrolase enzymatic assay, plate reader. hit rate 0.24% among 350,000. AID 652162. inhibition, % at 9.99 µM; in the data active means inhibition above about 10%
# PrPC surface inh = inhibitors of human cell surface prion protein PrPC. hit rate 0.43% among 370,000. inhibition, % at 13.8 µM. TR-FRET read-out. P04156; in the data active means inhibition above about 24%; further: 0% = median of the test wells and 100% = reference compound wells
# BoNT A protease = inhibitors of Botulinum neurotoxin A light chain protease. multiplex microsphere protease substrate cleavage, flow cytometry. inhibition, % at 10 µM. hit rate 0.17% among 360,000; further: plate controls were buffer without enzyme for full effect and enzyme alone for no effect
# CCHFV vOTU inh = blocks the CCHF virus ovarian tumor domain protease. CCHFV vOTU protease, Pep-AMC fluorescence. hit rate 0.55% among 370,000. inhibition, % at 11.5 µM; in the data active means inhibition above about 30%; further: 0% = vehicle wells with enzyme and 100% = no enzyme wells
# Yp Topo-I inh = blocks Yersinia pestis topoisomerase I activity; Y. pestis Topo-I cleavage product accumulation, plate reader; activity, % at 10 µM; hit rate 0.064% among 360,000; AID 504884; in the data active means activity above about 50%, passing the limit was not always enough; inconclusive means no clear call, values can overlap the other calls; further: inactives centre near 2
# PfHsp40 yeast = rescue of PfHsp40-mediated yeast toxicity; growth rescue, % at 12.5 µM; hit rate 0.68% among 340,000; AID 504582; S. cerevisiae expressing PfHsp40, growth rescue, ATP luminescence; in the data active means growth rescue above about 28%, passing the limit was not always enough; inconclusive means no clear call, values can overlap the other calls;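 further: yeast W303a lacking pdr1 and pdr3 grown in galactose medium; growth measured after three days at 30 °C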
# BoNT F protease = blocks Botulinum neurotoxin F light chain protease | AID 588497 | inhibition, % at 10 µM | Multiplex microsphere protease cleavage assay, flow cytometry | hit rate 0.22% among 360,000; in the data active means inhibition above about 35%, passing the limit was not always enough; inconclusive means no clear call, values can overlap the other calls; further: plate controls were buffer without enzyme for full effect and enzyme alone for no effect
# The depositor's hits bear a star; ? = inconclusive; · = no result given. Unless noted, no stated cut-off is given here; in the data, active means inhibition above about 30%; inconclusive means no clear call, values can overlap the other calls; inactive means below that.
SMILES,Anthrax LF inh2,FadD28 FP inh,TcdB inh,PrPC surface inh,BoNT A protease,CCHFV vOTU inh,Yp Topo-I inh,PfHsp40 yeast,BoNT F protease
CCOC(=O)CSC1=NN2CCS(=O)(=O)N=C2S1,2,0.6,-0.2,-6,0.2,-6,-1,0.1,-8
CC(C)C(NC(=O)CNC(=O)OC(C)(C)C)C(=O)NCc1ccc(Cl)cc1 (stereo not given),-1,0.0,0.8,-6,0.0,-11,-1,-0.6,1
Nc1cc(=O)[nH]c(SCC(=O)Nc2ccccc2Sc2ccccc2)n1,-4,-1.7,0.5,0,-0.4,-3,6,1.0,-2
Cc1cc(C)c(C#N)c(SCc2[nH]nc3c2C(c2ccccc2)C(C#N)=C(N)O3)n1 (stereo not given),-2,-12,-3.0,1,-0.5,0,-7,4.0,-8
Cc1ccc(Cl)cc1NC(=O)CCNC(=O)N1CC(=O)Nc2ccccc21,-2,-2.5,-1.3,7,0.1,9,-1,0.1,5
CCOc1ccc(Cl)cc1CNCCNCC(C)O (stereo not given),0,-6.0,·,-5,0.3,-3,1,-0.3,-4
COc1ccc(-c2cc(N)n(S(=O)(=O)c3ccc(F)cc3)n2)cc1OC,-10,-1.4,0.1,22,-1.4,11,-3,1.7,-7
Nc1c(C(=O)NC2CCCC2)c2nc3ccccc3nc2n1CC1CCCO1 (stereo not given),14,-1.2,·,2,31*,-27,-6,0.4,7
CC(C(=O)N1CCCC1)N1CCN(S(=O)(=O)c2ccccc2)CC1 (stereo not given),-6,-2.6,-0.3,-3,-0.5,16,2,-1.7,-4
CCN(CC(=O)NCc1cccs1)S(=O)(=O)c1ccccc1Cl,1,-1.5,4.7,2,-1.0,7,7,0.1,-11
O=C(c1ccoc1)N1CCC2(CC1)Oc1ccc(Cl)cc1C(=O)C21CC(c2ccccc2)=NO1 (stereo not given),4,-0.1,0.1,1,-0.7,-1,29,-0.4,2
O=C(CSc1nc2ccccc2o1)N/N=C/c1ccc(C(=O)O)cc1,-5,-1.7,1.2,0,-0.8,-8,1,0.3,0
Cn1c(=O)n(C)c2cc(NS(C)(=O)=O)ccc21,0,1.4,·,-5,-0.2,10,9,-2.3,-11
O=C(COc1ccccc1)N1CCN(C(=O)c2ccco2)CC1,4,-0.2,0.3,4,?,-3,1,0.3,20
O=C(COC(=O)c1ccc[n+]([O-])c1)Nc1ccc([N+](=O)[O-])cc1C(F)(F)F,-9,-1.5,3.1,-8,-0.2,-4,-6,1.3,-7
CCN(CC)C(=O)C[n+]1ccc(C(N)=O)cc1,-2,-3.6,-0.2,-11,0.1,-5,3,0.2,2
CC(C)(C)c1ccc(/C=C/C(=O)N2CCN(c3ncccn3)CC2)cc1,-3,-4.6,0.2,7,0.2,3,14,0.0,2
O=c1ccn(-c2cccc(C(F)(F)F)c2)nc1-c1ccn(-c2cccc(Cl)c2)n1,-2,-1.3,·,-6,0.5,9,4,-0.7,3
O=C(NC(=S)NCc1cccnc1)c1ccccc1F,-2,·,0.3,6,1.0,-16,-9,-0.1,7
COc1ccc(N=C2S/C(=C\c3ccc(OCC(=O)O)cc3)C(=O)N2CCc2c[nH]c3ccccc23)cc1,-2,-1.1,0.7,10,-0.5,25,5,0.7,19
Cc1cccc(NC(=O)N2CCCC2C(=O)NCc2cccs2)c1 (stereo not given),3,-3.1,·,-3,-0.7,18,5,-0.4,5
CCOC(=O)NC(c1ccccc1)C1CCCCC1=O (stereo not given),-1,-3.0,·,-1,-0.4,-5,-2,-2.0,-3
C[n+]1c(-c2ccccc2)cc(-c2ccc(O)cc2)cc1-c1ccccc1,-3,1.2,0.1,-16,-0.9,0,7,-0.2,-1
C/C=C(\C)C(=O)Nc1cccc(C2=NOC3(C2)C[C@H](C(N)=O)N(C(=O)CC#N)C3)c1 (stereo not given in full),0,-2.0,2.0,2,0.1,16,4,-0.9,-4
COc1cc2c(cc1OC)C(COc1ccccc1OC)N(C(=O)C(C)C)CC2 (stereo not given),-2,-1.9,1.5,-2,-0.3,1,15,0.4,-1
COc1ccccc1NC(=O)NCc1ccccc1F,-1,0.3,1.3,4,-0.1,1,0,-0.3,0
Cc1ccccc1C(=O)N/N=C1/SCC(=O)N1Cc1ccc2c(c1)OCO2,0,-1.4,1.1,2,-0.1,3,-5,-0.2,-3
O=C(CSc1nc2ccccc2c(=O)n1CCCN1CCOCC1)Nc1ccccc1OC(F)F,2,-1.6,2.4,-7,0.2,-1,21,-0.9,-4
COc1ccc(C(=O)Nc2ccc(Cc3ccncc3)cc2)cc1Br,0,-4.7,2.4,0,-0.3,7,19,1.3,-1
O=C(CSc1nnc(-c2ccccc2Br)o1)Nc1cccc2ccccc12,-2,-2.3,·,3,-0.3,-4,14,4.2,5
Cc1ccc(-n2ncc3c2CC(C)(C)CC3NC(=O)CCc2cnn(C)c2)cc1 (stereo not given),3,2.9,0.7,-44,1.3,9,6,-0.3,1
CN(C)CCCn1c(SCC(=O)Nc2sc3c(c2C#N)CCCC3)nnc1-c1ccncc1,-6,-0.7,1.6,-6,?,-3,-2,-0.3,-24
Cn1c(SCC(=O)Nc2cccc(F)c2)nnc1-c1cccnc1,1,-0.2,1.4,7,-0.2,-10,6,0.7,-6
CCOCC(=O)N1CCN(c2ccc([N+](=O)[O-])cc2)CC1,-6,-1.4,·,-34,-2.6,-9,0,0.1,-15
Cc1ccccc1S(=O)(=O)NC(=O)C1(C)CCN1C(=O)c1cccc(F)c1 (stereo not given),-2,0.5,0.1,-6,-0.5,6,-2,·,-3
Cc1ccc(C2=CSC3=NS(=O)(=O)CCN23)cc1,4,-0.8,-3.4,0,-0.3,-13,3,0.4,-3
CCC(CC)C(=O)N(CCc1ccc(OC)cc1)Cc1nc2ccccc2c(=O)[nH]1,0,-1.8,2.4,16,0.1,-7,26,-1.2,-5
CCN(CC)Cc1cc(O)c(CN(CC)CC)cc1O,-13,1.0,-1.0,2,0.3,16,-19,-0.4,-1
Cc1ccccc1-c1cc(-c2ccccc2O)on1,-4,-1.2,·,8,-1.3,2,-10,32*,-17
COc1cccc(-c2cc(C(F)(F)F)nc(-n3cc(C)cn3)n2)c1,-1,-1.4,-0.9,-3,-1.8,35*,22,-0.5,-12
CC(=O)c1ccc(C(=O)Nc2sc3c(c2C(N)=O)CCN(Cc2ccccc2)C3)cc1,-7,-0.7,0.8,-7,-1.4,2,20,0.9,-4
CC(=O)Nc1ccc(SCC(=O)O)cc1,-9,0.3,2.2,2,1.0,-8,7,-1.1,-1
CCCCOc1cccc(C(=O)Nc2ccc(NC(=O)c3cccs3)cc2)c1,3,-2.0,-5.0,2,-2.1,19,2,1.1,14
O=C(NCc1ccco1)C12CN(Cc3ccccc3)CC1C(c1ccc([N+](=O)[O-])cc1)=NO2 (stereo not given),5,-3.6,-0.2,-22,-1.1,-2,21,0.1,-8
CC(=O)NC12CC3CC(C1)CC(C(=O)N1CCN(C(=O)c4ccco4)CC1)(C3)C2,0,0.0,0.9,-5,-0.4,-1,-2,-0.5,0
OCCCCNCc1cc(Br)ccc1OCc1ccccc1,-10,-2.7,1.2,5,0.1,1,5,0.1,-7
CN1CCN(C(=O)c2ccccc2NC(=O)Cc2ccccc2)CC1,1,-0.4,·,1,-1.1,3,-1,0.4,-16
COc1cc(/C=C(\CCC(=O)O)c2nc3ccccc3s2)ccc1OCC(=O)Nc1c(Cl)cccc1Cl,-2,-14,0.1,-3,-24,0,27,1.4,-36
COc1cc(C(=O)Nc2nnc(CC(=O)N3CCOCC3)s2)cc(OC)c1OC,1,-0.4,·,-1,-0.1,0,6,-0.6,-11
CC(C)NOC(=O)c1ccc(Cl)cc1,1,-3.5,·,6,0.1,-4,-2,0.7,5
CCS(=O)(=O)n1nc(-c2ccc(OC)cc2)nc1SC,-3,-0.7,·,0,0.2,2,0,0.1,-8
Cn1c(=O)cc(SCC(=O)NCCC2=CCCCC2)c2ccccc21,3,-3.5,1.8,3,1.0,-3,32,-1.1,10
COC(=O)c1ccc(CNC(=O)c2ccccc2C(=O)NCC2(CBr)OCCO2)cc1,4,0.6,0.2,-5,-0.3,5,-5,·,-4
C#CCONC(=O)c1cc(OCC(F)(F)F)ccc1OCC(F)(F)F,-7,-4.0,·,-3,0.0,9,1,0.0,-3
Cc1cc(C)nc(Nc2nc(C(N)Cc3ccc(C(F)(F)F)cc3)cs2)n1 (stereo not given),-7,-3.7,0.9,-5,0.4,4,-6,·,-17
Cc1ccc(NC(=O)CN(C)CC(=O)Nc2ccccc2C(=O)Nc2ccccc2)cc1,-5,0.9,-0.2,-6,-0.1,-13,0,1.0,-2
Cc1ccccc1-c1nsc(SCC(=O)c2ccc(Cl)cc2)n1,1,-4.5,-0.1,0,0.4,-3,0,-1.1,-6
Cc1cc(Cc2c(O)[nH]c(=S)[nH]c2=O)ccc1OC(C)C,·,-0.4,-1.8,7,·,-8,4,0.3,·
